MITF inh: human MITF inhibition, primary screen; AID 1259374; 650,000 compounds, 0.91% hits; AlphaScreen MITF homodimerization, bead proximity signal; inhibition, % at 2.6 µM; in the data active means inhibition above about 50%;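 further: 0% = vehicle wells with protein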
Target sequence (O75030 whole entry, looked up): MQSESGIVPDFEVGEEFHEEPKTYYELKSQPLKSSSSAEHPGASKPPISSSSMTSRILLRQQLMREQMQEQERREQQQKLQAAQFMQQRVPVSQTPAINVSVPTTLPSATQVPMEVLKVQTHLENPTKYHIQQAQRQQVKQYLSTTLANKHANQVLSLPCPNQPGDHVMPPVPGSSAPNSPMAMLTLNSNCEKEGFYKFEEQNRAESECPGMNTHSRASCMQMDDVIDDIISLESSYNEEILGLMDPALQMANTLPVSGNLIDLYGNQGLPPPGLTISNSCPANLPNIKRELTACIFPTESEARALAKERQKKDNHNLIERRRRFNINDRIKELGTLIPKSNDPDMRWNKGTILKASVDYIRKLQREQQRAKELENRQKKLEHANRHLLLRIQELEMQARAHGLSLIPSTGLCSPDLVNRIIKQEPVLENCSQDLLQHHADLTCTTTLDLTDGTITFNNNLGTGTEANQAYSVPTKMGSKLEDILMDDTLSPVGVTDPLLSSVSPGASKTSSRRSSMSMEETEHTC
GPR151 activ: activators of human GPR151; activation, % at 11.2 µM; PathHunter beta-arrestin GPR151 cells, luminescence; Q8TDV0; 650,000 compounds, 1% hits; in the data active means activation above about 4.9%;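 further: 0% = median of compound wells and 100% = cells with positive control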
Target sequence (Q8TDV0 whole entry, looked up): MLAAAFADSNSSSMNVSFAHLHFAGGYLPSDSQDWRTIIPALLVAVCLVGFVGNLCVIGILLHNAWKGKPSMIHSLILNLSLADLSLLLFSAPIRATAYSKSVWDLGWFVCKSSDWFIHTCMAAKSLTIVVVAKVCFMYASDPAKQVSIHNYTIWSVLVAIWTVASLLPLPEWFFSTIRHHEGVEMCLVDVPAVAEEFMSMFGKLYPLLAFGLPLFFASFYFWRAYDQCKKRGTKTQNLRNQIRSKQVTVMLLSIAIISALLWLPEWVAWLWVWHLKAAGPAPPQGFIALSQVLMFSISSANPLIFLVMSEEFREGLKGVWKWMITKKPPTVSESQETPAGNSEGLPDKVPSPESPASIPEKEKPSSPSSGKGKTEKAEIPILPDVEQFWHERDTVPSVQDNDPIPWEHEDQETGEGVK
TEAD-YAP block: TEAD-YAP interaction inhibition | inhibition, % at 9.12 µM | 640,000 compounds, 1.4% hits | HEK-TIYL cells, TEAD-Gal4/YAP UAS-luciferase luminescence; in the data active means inhibition above about 32%;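 further: 0% = median of test compound wells and 100% = reference inhibitor wells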
FBW7 act: human FBW7 E3 ligase activation, primary screen; 650,000 compounds, 0.13% hits; AlphaScreen FBW7–phospho-cyclin E peptide binding, activator screen; Q969H0; normalized activity (activation), % at 26.1 µM; in the data active means normalized activity above about 1.9%;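 further: purified mutant Fbw7 with reduced substrate affinity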
* marks the source's active call; other numbers are inactive results; . = no result given; & = joins results of further samples.

SMILES | MITF inh | GPR151 activ | TEAD-YAP block | FBW7 act
COc1ccc(CC2C(=O)N(C)C(=O)N(C)C2=O)c(OC)c1OC | -11.0 | -0.2 | 0.3 | 0.1
O=C(NCCN1CCOCC1)c1cccc(Cl)n1 | -10.5 | 0.3 | 3.8 | 0.1
CCCCC/C=C\C/C=C\C/C=C\C/C=C\CCCC(=O)NCCc1ccc(O)c(O)c1 | 3.2 | -1.2 | . | .
Nc1ccc(Oc2ccc(C(c3ccc(Oc4ccc(N)cc4)cc3)(C(F)(F)F)C(F)(F)F)cc2)cc1 | 11.7 | 0.1 | 20.2 | 0.0
CCOc1cccc(OCC)c2c(C)[n+](C)c(C)c1-2 | 73.5* | -0.4 | -34.0 | 0.0
C=CCn1c(O)c(C=Nc2ccc(F)cc2)c(=O)[nH]c1=O | -5.1 | -0.4 | -2.3 | 0.0
N=C1c2ccccc2CN1NC(=O)c1ccc(Br)cc1 | -0.8 | -0.4 | -1.5 | -0.1
COc1ccc(CN2CCN(c3cccc(Cl)c3)CC2)cc1O | 31.3 | 0.5 | 11.8 | 0.0
CC(=O)C1C2c3ccccc3OC1(C)N=c1s/c(=C/c3cnn(C)c3)c(=O)n12 (stereo not drawn) | 40.1 | -0.3 | -4.2 | 0.0
COc1ccc(C(=O)CN2CCCCC2)cc1 | -6.9 | -1.8 | -8.1 | -0.1
Cc1[nH]c2c(C)cccc2c1CCN | 16.4 | 2.9 | 3.3 | 0.2
CCNC(=S)N1CC2CC(C1)c1cccc(=O)n1C2 (stereo not drawn) | -9.3 | -0.1 | 3.1 | 0.0
CCOc1cc(CN2CC3CC(C2)c2cccc(=O)n2C3)ccc1OC (stereo not drawn) | 12.8 | 0.1 | -0.4 | 0.4
O=C(Nc1cccc([N+](=O)[O-])c1)C(Cl)(Cl)Cl | 18.8 | -1.3 | -1.2 | -0.1
O=[N+]([O-])c1ccc(O)c(CN2CCN(c3ccccc3)CC2)c1 | 9.4 | -1.0 | 9.5 | 0.0
Cc1cc(-c2ccccc2)[n+]2nc(N)sc2n1 | 3.6 | -0.8 | 3.6 | 0.1
CCN1CCN(C(=O)Cc2ccc(OC)cc2)CC1 | 4.8 | 0.8 | -14.2 | -0.1
Cc1cc(C)c2c(NCc3cnc(N(C)C)nc3)n[nH]c2n1 | 2.5 | 2.1 | 1.8 | 0.1
CC(C)CCN1CC[C@@H]2[C@H](CCCN2C(=O)c2ccnc(Cl)c2)C1 | 12.1 | -0.6 | 12.5 | 0.0
CCN1CCN(Cc2cc(Br)ccc2O)CC1 | 0.0 | 0.2 | 3.0 | -0.1
CCOC(c1ccc(Cl)cc1)P(=O)(OCC)OCC (stereo not drawn) | -2.1 | -0.3 | -4.0 | 0.1
C[C@]12CC[C@H](O)C[C@H]1CC[C@@H]1[C@@H]2CC[C@]2(C)[C@@H](C3=CC(=O)OC3)CC[C@]12O | 2.7 | 0.7 | . | 0.1
CC(C)[C@H]1CN[C@H](C(=O)O)[C@H]1CC(=O)O | 0.8 | 0.0 | . | 0.7
CCN1CCN(Cc2c[nH]c3ccccc23)CC1 | 0.5 | 0.5 | -1.9 | -0.1
Cc1ncc2n1-c1ccc(Cl)cc1C(c1ccccc1F)=NC2 | 13.4 | 2.7 | -8.8 | 0.3
CN1CCc2nc(N)c(C#N)c(-c3ccc(Cl)cc3Cl)c2C1 | 0.7 | 0.8 | 6.2 | -0.2
CN1C(=O)C(C(=O)O)C2CC1(C)Oc1ccccc12 (stereo not drawn) | 8.1 | -1.6 | -4.1 | -0.1
Oc1cc(Br)c(Br)cc1O | 4.1 | 1.3 | 1.5 | -0.1
COCCN1C(=S)NC2c3cccc(OC)c3OC1(C)C2C(=O)OC (stereo not drawn) | -6.6 | 2.1 | -8.2 | -0.1
CCCOc1ccc(C2SCC(=O)Nc3c2c(=O)[nH]n3C(C)CC)cc1 (stereo not drawn) | -1.5 | -0.8 | 2.5 | -0.1
O=S1(=O)CC2(N3CCOCC3)CCCC21 (stereo not drawn) | 5.4 | 1.5 | -1.0 | 0.1
Cc1ccc2c(c1)C(c1ccccc1)=NC(O)C(=O)N2 (stereo not drawn) | 4.3 | 2.4 | -0.4 | -0.2
Cc1cccc(CN2CCN3C(=O)CN(C)C(=O)[C@H]3C2)n1 | 7.2 | -0.3 | 6.9 | 0.2
COC(=O)C1CNCCN1c1ccccc1 (stereo not drawn) | 10.3 | 0.2 | 5.0 | -0.2
c1ccc2c(CN3CCCCC3)c[nH]c2c1 | 0.0 | 0.1 | 4.0 | 0.2
COC1=CCC2([N+](=O)[O-])CN(C)CC1([N+](=O)[O-])C2 (stereo not drawn) | 11.8 | 1.1 | 7.0 | 0.2
CN1CC([N+](=O)[O-])=C2N(C1)C(C)(C)N([O])C2(C)C | -14.3 | 3.8 | 6.4 | 0.0
COc1cc(/C=C/c2nc3ccccc3c(=O)n2-c2cccc(C)c2)ccc1O | 7.0 | 1.0 | 9.7 | -0.1
CCC(=O)c1c(O)n(C)c(=O)n(C)c1=O | 9.2 | 0.0 | -4.4 | 0.3
Cc1ccc(-c2nc(C(=O)N3CCC4(CC3)OCCO4)c3n2CCCCC3)cc1 | 10.4 | -0.2 | -15.7 | 0.7
CN(C)CCNc1ccc([N+](=O)[O-])c2cccnc12 | -1.6 | 0.0 | -9.3 | -0.8
Cc1cc(C(=O)N2CCC3(CC2)OCCO3)cs1 | -4.2 | 1.8 | 5.4 | 0.0
c1ccc(C2=NP(N3CCOCC3)(N3CCOCC3)=NC(N3CCOCC3)=N2)cc1 | 9.7 | -0.4 | 11.7 | 0.0
CN(C)S(=O)(=O)c1ccc(C(=O)Nc2ccc(Br)cc2C(=O)c2ccccc2)cc1 | -13.2 | 0.9 | -3.5 | 0.0
O=C(C(=O)N1CCOCC1)c1cn(Cc2c(F)cccc2Cl)c2ccccc12 | 12.1 | 0.1 | 10.3 | -0.1
CCCN(CCC)CCc1c[nH]c2ccc(C(N)=O)cc12 | -4.4 | -0.4 | 6.1 | 0.1
COc1cccc(-c2ccc(NCc3ccc(Cl)nc3)nc2)c1 | 13.2 | 0.8 | 0.6 | 0.1
Cc1ccc(-n2c(/C=C/c3cccc(F)c3)nc3ccccc3c2=O)cc1F | -5.5 | 1.1 | 2.6 | 0.2
CN(C)c1ccc(CN2CCN(Cc3ccccc3)CC2)cc1 | 44.9 | 1.2 | 7.7 | -0.5
COc1cccc(-n2c(CN3CCOCC3)nc3ccc([N+](=O)[O-])cc3c2=O)c1 | 1.0 | 0.4 | 6.8 | -0.1
O=C(Nc1ccc(Br)cc1C(=O)c1ccccc1Cl)c1ccc([N+](=O)[O-])cc1 | 1.3 | 1.4 | -5.1 | -0.2
CCN1CCN(c2ccc(NC(=O)C(C)C)cc2)CC1 | -0.1 | -0.8 | 5.7 | 0.0
CCN(CC(=O)Nc1ccc(Br)cc1)CC(=O)Nc1ccc(C#N)c(Cl)c1 | 85.3* | -0.9 | 12.1 | -0.1
O=[N+]([O-])c1ccc(N2CCNCC2)c(F)c1 | 1.8 | -0.8 | 1.3 | -0.1
O=P(/C=C(\Cl)c1ccccc1)(/C=C(\Cl)c1ccccc1)N1CCOCC1 | 1.4 | -1.0 | 1.3 | 0.0
Cc1ccc2cc(C=C(C#N)C#N)c(=O)[nH]c2c1 | 0.2 | -0.4 | 1.5 | 0.1
COc1ccc(-n2c(/C=C/c3ccc(F)cc3)nc3ccccc3c2=O)cc1Cl | 2.5 | -0.4 | 12.6 | 0.5
CCOC(=O)C1(c2ccccc2)CCN(CCC(=O)Nc2cc(Cl)ccc2OC)CC1 | 5.6 | 0.2 | -6.1 | 0.4
CN(C)C(=O)Oc1ccc2c(c1)O/C(=C\c1ccc(Br)cc1)C2=O | -4.2 | -1.6 | -13.4 | -0.2
Cc1nn(-c2ccccc2)c2c1P(=S)(N1CCOCC1)OC(c1ccccc1)=N2 (stereo not drawn) | 5.4 | -0.5 | 6.2 | -0.2

New compounds follow.
SMILES | MITF inh | GPR151 activ | TEAD-YAP block | FBW7 act
N#Cc1cc2cc3c(cc2nc1N1CCN2CCCC2C1)OCO3 (stereo not drawn) | 6.3 | -0.1 | 4.7 | -0.1
CN1CCN(c2ccc(C(F)(F)F)cc2NO)CC1 | 10.0 | -0.1 | -8.6 | 0.0
COc1ccc2c(c1)COC1(CCN(C(=O)Nc3cccs3)CC1)O2 | 7.2 | -0.6 | -0.4 | 1.0
C=CCOC(=O)COc1cc(C)cc2oc(=O)c3c(c12)CCC3 | -5.8 | 0.2 | 0.8 | 0.1
Cc1nn2c3cc(N4CCNCC4)ccc3nc2c2ccccc12 | 1.4 | 0.7 | -8.5 | -0.1
CCCCn1c2ccc(C(C)=O)cc2c2cc(C(C)=O)ccc21 | -1.1 | 3.8 | 11.6 | 0.3
CC1=CC(=Cc2sc3ccccc3[n+]2C)C=C(C)O1 | -6.5 | -0.9 | 85.8* | -0.2
N#C/C(=C\c1cc2c(cc1Cl)OCO2)c1nn(CCO)c(N)c1C#N | -8.1 | -0.1 | -18.8 | -0.1
COc1ccc(Oc2ncc(F)c(-c3cc(N4CCOCC4)cc(C(F)(F)F)c3)n2)cc1 (tested in a mixture with another compound) | 1.4 | -0.8 | -8.1 | 0.0
COc1ccc(C2C(C#N)=C(N)Oc3c2c(=O)oc2ccccc32)cc1OC (stereo not drawn) | -3.0 | 0.8 | 5.2 | 0.0
CC1CN(c2ccccc2[N+](=O)[O-])CCN1 (stereo not drawn) | 0.3 | -2.1 | -6.7 | 0.0
Cc1cc([N+](=O)[O-])c(Cl)cc1NC(=O)Cc1ccccc1 | 22.5 | -0.7 | 4.1 | -0.1
O=C(c1cccc(N2CCCC2=O)c1)N1CCC2(CC1)OCCO2 | -1.5 | 0.5 | 0.3 | -0.2
O=C1CN=C(c2ccccc2)c2cc([N+](=O)[O-])ccc2N1 | -5.3 | -0.8 | -5.1 | 0.0
CCCN1CCc2nc3ccncc3cc2C1 | 19.9 | -1.9 | -14.6 | 0.1

Whole records, quoted from the list.
Results for COc1ccc(C2C(C#N)=C(N)Oc3c2c(=O)oc2ccccc32)cc1OC (stereo not drawn) = MITF inh: -3.0; GPR151 activ: 0.8; TEAD-YAP block: 5.2; FBW7 act: 0.0
Results for CN1CCN(c2ccc(C(F)(F)F)cc2NO)CC1 = MITF inh: 10.0; GPR151 activ: -0.1; TEAD-YAP block: -8.6; FBW7 act: 0.0

Quoted at random: three entries already listed, in no set order.
SMILES | MITF inh | GPR151 activ | TEAD-YAP block | FBW7 act
COc1ccc(C2C(C#N)=C(N)Oc3c2c(=O)oc2ccccc32)cc1OC (stereo not drawn) | -3.0 | 0.8 | 5.2 | 0.0
CC1CN(c2ccccc2[N+](=O)[O-])CCN1 (stereo not drawn) | 0.3 | -2.1 | -6.7 | 0.0
N#C/C(=C\c1cc2c(cc1Cl)OCO2)c1nn(CCO)c(N)c1C#N | -8.1 | -0.1 | -18.8 | -0.1

(list continues)
SMILES | MITF inh | GPR151 activ | TEAD-YAP block | FBW7 act
COc1ccc(N2C(=O)CC(N3CCC(n4c(=O)[nH]c5ccccc54)CC3)C2=O)cc1 (stereo not drawn) | 6.4 | -1.2 | 2.5 | 0.5
O=C(Cc1ccccc1)N(CCN1CCOCC1)c1nc2ccccc2s1 | -10.5 | -1.5 | -29.1 | 0.1
CCOC(=O)C1C2NC(=S)N(c3ccc(C)cc3)C1(C)Oc1ccc(OC)cc12 (stereo not drawn) | 42.7 | -0.4 | 2.1 | -1.0
COc1ccc(O)c(CN2CCN(c3ccccc3)CC2)c1 | 21.9 | 2.2 | 6.1 | -0.4
COc1cccc(C=C2C(=O)NC(=O)NC2=O)c1OCC(=O)O | 5.3 | 1.5 | 14.0 | -0.2
O=C(NC(Oc1ccc([N+](=O)[O-])cc1)C(Cl)(Cl)Cl)c1ccco1 (stereo not drawn) | 5.0 | 0.5 | 8.4 | 0.0
O=C(O)C1CC1C(=O)N1CCC2(CC1)OCc1cc(-c3ccco3)ccc1O2 (stereo not drawn) | -11.6 | -0.2 | -22.9 | -0.6
COc1cccc(CCNCc2ccco2)c1 | 3.1 | -0.2 | -5.2 | -0.7
Cc1ccc(N2C(=O)NC(=O)/C(=C/c3cnn(-c4ccc(C)cc4)c3)C2=O)cc1 | 5.9 | 0.1 | -21.0 | -0.2
CCOC(=O)C1=C(N)Oc2cc(C)n(CC)c(=O)c2C12C(=O)N(CC(C)C)c1ccccc12 (stereo not drawn) | 4.2 | 0.3 | 8.4 | -0.1
CCCCS(=O)(=O)NC1=NCN(CCOS(=O)(=O)NC(C)C)CN1 | -7.3 | -1.0 | 5.9 | 0.0
Clc1ccc(CSC(Cn2ccnc2)c2ccc(Cl)cc2Cl)cc1 (stereo not drawn) | 19.4&10.8 | -2.6&-0.3 | 4.0 | 0.1&0.0
CC(C)CC(=O)NC(OCc1ccccc1)C(Cl)(Cl)Cl (stereo not drawn) | 18.3 | -0.2 | 2.9 | 0.4
O=C1N[C@H](CO)C(=O)N2CCN(Cc3ccncc3)C[C@H]12 | -15.3 | 0.2 | -6.1 | -0.1
C/C(=N/N=C(N)N)c1cccc(-n2cnnn2)c1 | 21.9 | -1.6 | 0.6 | -0.2
Cc1[nH]c2c(Cl)cccc2c1CCN | -16.5 | 1.3 | -15.7 | 0.0
O=C1CCCN1C(O)C(Cl)(Cl)Cl (stereo not drawn) | 9.5 | 1.4 | 6.4 | 0.0
COc1ccccc1C(=O)C1CCCN(Cc2ncc[nH]2)C1 (stereo not drawn) | 10.0 | -0.9 | 9.8 | 0.8
Cc1ccc(C2=CCN(CC(=O)Nc3ncc(C)s3)CC2)o1 | -1.2 | -1.4 | 21.3 | 0.0
CC(=O)OC1(Cc2ccccc2)CN2CCC1c1ccccc12 (stereo not drawn) | 3.4 | -1.6 | 13.8 | 0.1

Screening results deposited in PubChem by The Scripps Research Institute Molecular Screening Center.

This is a subset; count on the stated rates, not on these rows.
